Gli-Sufu block = blocks Gli-Sufu signaling in a luciferase reporter; Sufu-KO-LIGHT fibroblasts, Gli luciferase reporter luminescence; inhibition, % at 5 µM; 340,000 tested, 0.74% active; AID 588413;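 active = inhibition above about 55%, limit read from the data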;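 note: 0% = DMSO-treated cells and 100% = wells with medium but no cells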
697 NFkB inh = inhibitors of the PMA/ionomycin-induced NF-kB reporter in 697 B cells; 697 B-cell NF-kB luciferase reporter, 16 h; inhibition, % at 4 µM; 330,000 tested, 0.33% active; AID 435022; in the data active = inhibition above about 35%
EBI2 block = EBI2 (human) antagonism | inhibition, % at 5 µM | 360,000 tested, 0.81% active | EBI2 beta-arrestin recruitment, luminescence, 7a,25-OHC stimulated | P32249 | AID 651636; in the data active = inhibition above about 38%;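 note: enzyme fragment complementation signal reports receptor beta-arrestin coupling in cells; 0% = agonist plus DMSO wells and 100% = wells without agonist; some results beyond the cut were filed as inactive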
CCR6 antag = CCR6 (human) receptor antagonism | inhibition, % at 20 µM | AID 493098 | CHO-K1 CCR6 PathHunter beta-arrestin, luminescence, CCL20-stimulated | 340,000 tested, 0.49% active | P51684;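 active = compounds whose inhibition of the agonist-driven luminescence signal at 20 µM reaches about 50%, limit read from the data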;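 note: cells stimulated with CCL20 at 14 nM final; plate controls were DMSO with CCL20 for no effect and DMSO without agonist for full effect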
UPR CHOP act = apoptotic UPR (CHOP) activation | CHO-CHOP luciferase reporter, luminescence; percent of tunicamycin response over DMSO baseline | activation, % at 10 µM | 330,000 tested, 0.34% active | AID 449763;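 active = at 10 µM dose, activation of 40% or more, normalized to positive control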;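 note: 100% = tunicamycin at 10 µg/mL and 0% = DMSO alone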
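Material: CHO-CHOP cells, stable luciferase reporter of PERK-eIF2a-CHOP signalling; quantity: 500 reporter cells seeded per well; buffer or medium: F12 medium containing 10% fetal bovine serum; compound: one dose, 10 µM in 0.5% DMSO; incubation: 6 h compound treatment, 37 °C; measured by: Steady-Glo luciferase luminescence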
XBP1 UPR activ = adaptive UPR (XBP1) activation. activation, % at 20 µM. CHO-XBP1 luciferase reporter, IRE1-XBP1 UPR activation, luminescence; percent of tunicamycin response, DMSO as zero. 330,000 tested, 0.33% active;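 active = versus positive control, 20 µM dose yields 30% or more activation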;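 note: 100% = tunicamycin at 10 µg/mL and 0% = DMSO only wells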
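Test system: CHO-XBP1 luciferase reporter cells | Buffer or medium: Serum-containing F12 medium, 10% FBS | Schedule: 6 h compound exposure at 37 °C, 5% CO2 | Detection: Steady-Glo luciferase glow luminescence, 10 min after reagent addition | Read-out basis: Activation, % of tunicamycin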
CXCR6 block = CXCR6 (human) receptor inhibition | 360,000 tested, 0.36% active | O00574 | AID 602244 | inhibition, % at 20 µM | CHO-K1 PathHunter CXCR6 beta-arrestin, luminescence; in the data active = inhibition above about 34%, passing the limit was not always enough;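 note: antagonist mode with CXCL16 agonist at 10 nM final; 0% = 10 nM CXCL16 with DMSO and 100% = unstimulated wells without agonist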
Jurkat NFkB inh = inhibitors of the PMA/ionomycin-induced NF-kB reporter in Jurkat cells; PMA/ionomycin-induced NF-kB luciferase reporter, luminescence; inhibition, % at 4 µM; 330,000 tested, 0.53% active; AID 435003; in the data active = inhibition above about 50%
Mdm2 MdmX PPI = disrupts the human Mdm2-MdmX interaction; SaOS-2 split-luciferase Mdm2/MdmX complementation, luminescence; inhibition, % at 8 µM; 330,000 tested, 3% active; O15151+Q00987;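 active = inhibition of at least 50% at 8 µM in the primary screen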
Target sequence (O15151 whole entry, looked up): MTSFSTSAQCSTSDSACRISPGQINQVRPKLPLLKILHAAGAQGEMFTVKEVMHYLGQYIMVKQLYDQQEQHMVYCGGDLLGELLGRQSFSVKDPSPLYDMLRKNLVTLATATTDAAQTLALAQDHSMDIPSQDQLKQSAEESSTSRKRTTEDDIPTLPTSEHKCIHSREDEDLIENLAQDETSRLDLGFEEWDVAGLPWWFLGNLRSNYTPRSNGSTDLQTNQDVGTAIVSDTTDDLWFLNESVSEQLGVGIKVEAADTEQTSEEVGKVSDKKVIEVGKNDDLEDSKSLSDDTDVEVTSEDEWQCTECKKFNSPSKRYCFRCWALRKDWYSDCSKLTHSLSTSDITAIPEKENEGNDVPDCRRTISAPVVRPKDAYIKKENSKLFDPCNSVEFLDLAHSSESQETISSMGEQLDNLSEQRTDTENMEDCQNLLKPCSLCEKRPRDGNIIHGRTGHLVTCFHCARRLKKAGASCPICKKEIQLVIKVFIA
Target sequence (Q00987 whole entry, looked up): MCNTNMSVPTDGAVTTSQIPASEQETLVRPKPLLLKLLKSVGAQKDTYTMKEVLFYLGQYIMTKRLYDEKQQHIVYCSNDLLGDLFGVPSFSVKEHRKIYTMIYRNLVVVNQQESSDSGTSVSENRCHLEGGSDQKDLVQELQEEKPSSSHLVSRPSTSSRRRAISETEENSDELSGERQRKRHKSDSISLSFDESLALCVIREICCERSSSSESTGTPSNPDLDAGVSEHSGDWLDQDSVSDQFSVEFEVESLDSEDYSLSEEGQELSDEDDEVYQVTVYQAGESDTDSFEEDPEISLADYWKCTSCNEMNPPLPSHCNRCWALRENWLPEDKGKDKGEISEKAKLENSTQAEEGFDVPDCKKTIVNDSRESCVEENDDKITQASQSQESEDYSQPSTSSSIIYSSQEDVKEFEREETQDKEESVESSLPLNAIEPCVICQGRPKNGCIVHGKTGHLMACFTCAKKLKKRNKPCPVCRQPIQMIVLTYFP
* = called active by the depositor; . = not tested or not shown.

Short keys – A = Gli-Sufu block; B = 697 NFkB inh; C = EBI2 block; D = CCR6 antag; E = UPR CHOP act; F = XBP1 UPR activ; G = CXCR6 block; H = Jurkat NFkB inh; I = Mdm2 MdmX PPI
> CN(c1ccccc1)S(=O)(=O)c1ccc(C(=O)NCc2ccccc2F)cc1
  A: -1	B: 13	C: -6	D: 17	E: -0.4	F: -3	G: 6	H: 4	I: -10

> O=C(/C=C/c1cccs1)c1ccc(Br)cc1
  A: -1	B: 9	C: 6	D: 21	E: 6.0	F: 11	G: -5	H: 8	I: -19

> COc1cccc(CNC(=O)C(CC(C)C)NC(=O)c2ccccc2C)c1 (stereo unspecified)
  A: 13	B: 10	C: 2	D: 8	E: 0.7	F: -5	G: -10	H: 11	I: -4

> COc1ccccc1CCC(=O)N(CCC1=CCCCC1)c1c(N)n(Cc2ccccc2)c(=O)[nH]c1=O
  A: 16	B: -11	C: 6	D: 12	E: 1.8	F: -4	G: 12	H: 8	I: 19

> COc1ccc(OC)c(N(CC(=O)NC2CCCC2)S(=O)(=O)c2ccc(OC)c(OC)c2)c1
  A: 12	B: 11	C: -1	D: 16	E: -2.1	F: -5	G: 1	H: 0	I: 6

> O=C(Nc1cccc2cccnc12)c1cccc(Cl)c1
  A: -20	B: -31	C: 6	D: 21	E: 5.2	F: 0	G: 0	H: -43	I: -3

> COc1ccc(-n2nc(C)c3onc(C)c3c2=O)cc1
  A: 4	B: 8	C: -11	D: 0	E: -0.4	F: -3	G: -4	H: 4	I: 23

> Cc1cc(C)c2nc(N3CCCN(C(=O)c4cnccn4)CC3)c(C#N)cc2c1
  A: 3	B: -15	C: 8	D: 12	E: 0.9	F: -2	G: 2	H: 5	I: -6

> Clc1ccc(SCNc2ccccc2Cl)cc1
  A: 4	B: 1	C: 24	D: 6	E: 15	F: 15	G: -5	H: -1	I: -22

> O=C(CNc1ccc(F)cc1)N/N=C1\CCc2ccccc21
  A: -2	B: 1	C: 35	D: 12	E: -0.7	F: 3	G: 2	H: 6	I: 5

> Cc1c(CC(=O)O)c(=O)oc2cc(OCc3ccc(Cl)cc3)ccc12
  A: 0	B: -16	C: -5	D: 11	E: 1.1	F: 0	G: 6	H: -19	I: -17

> O=C1c2ccccc2NC(c2ccc(Br)s2)N1O (stereo unspecified)
  A: 0	B: -34	C: .	D: 11	E: 4.1	F: 8	G: .	H: 1	I: 54*

> COc1cccc(OC)c1C(=O)N1CCN(c2ccccn2)CC1
  A: -15	B: 10	C: 5	D: 4	E: -0.8	F: -4	G: 0	H: -1	I: 10

> CC(=O)c1cccc(OCC(=O)Nc2cc(S(=O)(=O)N3CCOCC3)ccc2N2CCCC2)c1
  A: -9	B: 2	C: -5	D: -1	E: -0.1	F: 0	G: 6	H: -11	I: -5

> O=C(COC(=O)c1cccnc1Cl)NCCC1=CCCCC1
  A: 1	B: 8	C: -2	D: 18	E: 0.6	F: 0	G: 6	H: 0	I: 17

> COc1ccc(/C=C2\SC(=S)N(CCC(=O)Nc3ccc(C(=O)O)cc3)C2=O)cc1OC
  A: 30	B: 35*	C: -1	D: 37	E: -0.5	F: 0	G: -4	H: -12	I: 16

> O=C(CNC(=O)c1ccc(Br)o1)OCC(=O)c1cccc([N+](=O)[O-])c1
  A: 3	B: 3	C: 19	D: 83*	E: -0.9	F: -2	G: 33	H: -5	I: 22

> CC(C)c1ccc(NC(=O)c2cccc(Br)c2)cc1
  A: -98	B: -207	C: 10	D: -16	E: 4.0	F: 5	G: 4	H: -234	I: -252

> CCC(C)NS(=O)(=O)c1ccc(-c2csnn2)s1 (stereo unspecified)
  A: 0	B: 11	C: -5	D: -5	E: 0.3	F: 0	G: -11	H: 0	I: -4

> Cn1c(N)c(C(=O)COC(=O)c2cc(C(F)(F)F)nc3ccccc23)c(=O)n(Cc2ccccc2)c1=O
  A: 15	B: 17	C: .	D: 29	E: 5.6	F: -1	G: .	H: 3	I: 50*

> COc1c(C)cc(C(=O)C2CCCN(Cc3cccc4nccnc34)C2)cc1C (stereo unspecified)
  A: 33	B: -17	C: 2	D: 9	E: -1.2	F: 0	G: -3	H: 10	I: 34

> Cc1ccccc1NC(=O)c1cccc(S(=O)(=O)N2CCOCC2)c1
  A: 29	B: 9	C: -3	D: 10	E: 1.4	F: 2	G: -5	H: 11	I: 9

> N#CC1=C(N)C2=CCCC[C@H]2[C@H](c2ccc(Br)cc2)C1(C#N)C#N
  A: -10	B: .	C: 35	D: 68*	E: .	F: .	G: 46*	H: .	I: .

> O=C(Oc1cccc2cccnc12)c1cccc(-n2cnnn2)c1
  A: -2	B: 7	C: -6	D: -3	E: -1.0	F: 0	G: -8	H: 4	I: 30

> NCCCNc1ccc([N+](=O)[O-])cc1C(F)(F)F
  A: 2	B: -4	C: -7	D: 8	E: -1.0	F: 0	G: 5	H: 9	I: 8

> COc1ccccc1N=Nc1c(C)[nH][nH]c1=O
  A: 10	B: -5	C: 2	D: 11	E: -1.9	F: 5	G: 0	H: -6	I: 11

> COc1ccc(C(=O)NCCN2CCOCC2)cc1S(=O)(=O)Nc1ccc(C)cc1
  A: -5	B: 17	C: -11	D: 1	E: -0.5	F: -1	G: 6	H: 3	I: 11

> CCOc1ccc(NC(=S)NC(C)C(c2ccccc2)N2CCN(C)CC2)cc1 (stereo unspecified)
  A: 12	B: 11	C: -3	D: 17	E: -1.1	F: -1	G: 0	H: -15	I: 18

> COc1ccc(C2=NC(=O)/C(=C\c3cc(OC)c(OC)c(OC)c3)O2)cc1
  A: -8	B: .	C: 1	D: 2	E: .	F: .	G: 7	H: .	I: .

> CCc1cccc(NC(=O)CCCn2nc(CC)n3c(cc4occc43)c2=O)c1
  A: 1	B: 3	C: -13	D: 11	E: 1.0	F: -5	G: 2	H: 1	I: 5

Some of the entries above in a different format.
mol,Gli-Sufu block,697 NFkB inh,EBI2 block,CCR6 antag,UPR CHOP act,XBP1 UPR activ,CXCR6 block,Jurkat NFkB inh,Mdm2 MdmX PPI
Cn1c(N)c(C(=O)COC(=O)c2cc(C(F)(F)F)nc3ccccc23)c(=O)n(Cc2ccccc2)c1=O,15,17,.,29,5.6,-1,.,3,50*
COc1c(C)cc(C(=O)C2CCCN(Cc3cccc4nccnc34)C2)cc1C (stereo unspecified),33,-17,2,9,-1.2,0,-3,10,34
Cc1ccccc1NC(=O)c1cccc(S(=O)(=O)N2CCOCC2)c1,29,9,-3,10,1.4,2,-5,11,9

Carrying on.
Below each SMILES – Gli-Sufu block	697 NFkB inh	EBI2 block	CCR6 antag	UPR CHOP act	XBP1 UPR activ	CXCR6 block	Jurkat NFkB inh	Mdm2 MdmX PPI
CCN(C(=O)COC(=O)c1cc(-c2ccc3cc(OC)ccc3c2)nc2ccccc12)C1CCS(=O)(=O)C1 (stereo unspecified)
  .	-133	.	.	4.6	1	.	-62	-94
Cn1cc(CCCC(=O)NCc2ccc(F)cc2)c2ccccc21
  14	-6	7	22	-1.3	-6	-5	-5	15
CCc1ccccc1NC(=O)Cc1ccc(-n2cccc2)cc1
  6	-11	-3	15	-0.2	-2	11	-9	19
Cc1ccc(C)c(CN2CCC(n3nccc3NC(=O)CCCc3ccccc3)CC2)c1
  20	11	7	9	1.5	-7	0	7	32
CC(=O)C1=C(O)C(=O)N(Cc2ccco2)C1c1cccc(F)c1 (stereo unspecified)
  -1	-17	-18	-10	1.3	1	2	-22	-29
CC(NNC(=S)N1CCN(c2ccccn2)CC1)c1nccc2ccccc12 (stereo unspecified)
  93*	.	1	64*	.	.	26	.	.
COc1ccc2c(c1)cc(C(=O)N[C@@H](Cc1ccccc1)C(=O)N[C@@H](C)C(=O)O)n2C
  -15	-5	10	-13	-0.7	4	1	-10	-12
S=C(Nc1cccc(Cl)c1)Nc1ccc2cn[nH]c2c1
  -8	-31	-2	21	0.3	1	-2	-2	8
Cc1cccn2c(=O)nc(SCC(=O)c3ccccc3)nc12
  -7	-17	0	12	1.8	-3	-4	-64	-45
COc1ccccc1-n1cn[nH]c1=S
  6	28	2	-13	1.3	4	-8	-2	26
CC(Sc1nc(-c2ccccc2)cc(C(F)(F)F)n1)C(=O)Nc1sc2c(c1C(N)=O)CCC2 (stereo unspecified)
  2	-35	-6	9	-0.1	-1	1	11	16
CN(C)c1ccc(C(=O)C(O)c2ccccc2Cl)cc1 (stereo unspecified)
  -24	.	1	11	.	.	1	.	.
COC(=O)c1nc(-c2ccccc2)nc(-c2ccccc2)c1C(=O)OC
  4	-12	1	14	1.9	0	1	5	7
Cc1ccc2c(c1)N(CC(=O)N1CCc3ccccc3C1)C(=O)CO2
  5	16	6	4	-0.3	0	12	3	-6
CC1CCc2cc(F)ccc2N1C(=O)C1(C)CC1(Cl)Cl (stereo unspecified)
  10	-3	6	26	2.0	2	9	-5	13
Nc1nc(N)c2[nH]c(=S)[nH]c2n1
  2	.	-2	-12	.	.	-9	.	.
Cc1cc(OC(C)C(=O)N(Cc2cccs2)C2CCS(=O)(=O)C2)ccc1Cl (stereo unspecified)
  5	13	5	14	0.0	1	-1	20	21
CC(NC(=O)CCn1nc(-c2ccc(Cl)cc2)ccc1=O)c1ccccc1 (stereo unspecified)
  1	15	20	12	-1.6	-2	1	6	5
Cc1cc(O)c(C(=O)Cc2csc(C)n2)c(O)c1
  -5	-5	-14	-2	8.3	8	7	-46	-13
Cc1ccc(-c2cnn(-c3ccccc3)c2N)cc1
  -106	-155	1	15	0.5	-5	4	-109	-175
OCCNc1nc(Nc2ccc(O)cc2)nc2ccccc12
  7	-56	-13	2	-0.2	2	4	-16	-7
COc1ccc(Cc2nc(-c3ccc(Cl)cc3)no2)cc1
  -21	-9	5	9	2.7	2	-8	-15	-69
COC(=O)CSc1nc(N)c(C#N)c(C(C)C)c1C#N
  13	2	-8	14	-0.7	1	-2	-5	3

Among those listed so far, these have two or more sulfur atoms.
Below each SMILES – Gli-Sufu block	697 NFkB inh	EBI2 block	CCR6 antag	UPR CHOP act	XBP1 UPR activ	CXCR6 block	Jurkat NFkB inh	Mdm2 MdmX PPI
COc1ccc(/C=C2\SC(=S)N(CCC(=O)Nc3ccc(C(=O)O)cc3)C2=O)cc1OC
  30	35*	-1	37	-0.5	0	-4	-12	16
CCC(C)NS(=O)(=O)c1ccc(-c2csnn2)s1 (stereo unspecified)
  0	11	-5	-5	0.3	0	-11	0	-4
CC(Sc1nc(-c2ccccc2)cc(C(F)(F)F)n1)C(=O)Nc1sc2c(c1C(N)=O)CCC2 (stereo unspecified)
  2	-35	-6	9	-0.1	-1	1	11	16
Cc1cc(OC(C)C(=O)N(Cc2cccs2)C2CCS(=O)(=O)C2)ccc1Cl (stereo unspecified)
  5	13	5	14	0.0	1	-1	20	21
